# Screens deposited in PubChem by Broad Institute.
# Statin myotox sup: suppressors of statin myotoxicity in C2C12 myotubes, primary screen, cell-based, single point, plate reader | rescue of ATP level, % at 7.49 µM | 330,000 compounds, 0.78% hits | AID 602340, 2012 | C2C12 myotubes + simvastatin, ATP luminescence, 48 h; scaled: DMSO 0, geranylgeraniol control 100;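 active means mean ATP rescue above about 67%, or every replicate alone reaching that limit, limit read from the data, passing the limit was not always enough; inconclusive means no clear call, values can overlap the other calls; inactive means mean under the limit and some replicate under it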;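 further: myotubes were challenged with 10 µM simvastatin during compound exposure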
# Cneo AK release: Cryptococcus neoformans cell lysis inducers, primary screen, AK release luminescence, single concentration | C. neoformans lysis, adenylate kinase release luminescence, 4 h; normalised: neutral wells 0, clomiphene wells 100 | AID 651654, 2012 | 360,000 compounds, 0.2% hits | lysis activity, % at 15 µM;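 active means mean lysis activity across replicates of at least 80%, whatever share of replicates individually reach that level; inactive means mean lysis activity below 80%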
#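 Material – Cryptococcus neoformans yeast cells · Quantity – 5 × 10^6 yeast cells/mL · Buffer or medium – YPD medium · Compound – single dose · Timing – 4 h static compound exposure, 37 °C, read 1 h post-reagent · Signal – adenylate kinase release luminescence · Read-out basis – lysis from increased AK signal · Benchmarks – Clomiphene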
# LGR2 inh: inhibitors of bursicon-induced LGR2 CRE-luciferase signal, primary screen, cell-based, HEK293, CRE-luciferase reporter, bursicon stimulation. Drosophila bursicon receptor LGR2 (rickets). bursicon-stimulated, 4 h. inhibition, % at 9.99 µM. 380,000 compounds, 0.35% hits;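 active means drop in luminescence signal, shown as inhibition above about 50% in the replicate tests, limit read from the data, passing the limit was not always enough; inconclusive means probably only some replicates passing the limit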;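 further: agonist challenge used bursicon conditioned medium at about half maximal strength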
# S100A4 MyoIIA: inhibitors of S100A4-myosin IIA peptide binding, primary screen, biochemical, fluorescence polarization, TAMRA-MyoIIA peptide | 360,000 compounds, 0.14% hits | inhibition, % at 10.7 µM | AID 652163, 2013 | Protein S100-A4 (Homo sapiens), P26447;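 active means mean inhibition of at least 70% across replicates, with every replicate also reaching that level; inconclusive means mean inhibition reaches 70% but some replicates fall short; inactive means mean inhibition below 70%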
# Target sequence (P26447 whole entry, looked up): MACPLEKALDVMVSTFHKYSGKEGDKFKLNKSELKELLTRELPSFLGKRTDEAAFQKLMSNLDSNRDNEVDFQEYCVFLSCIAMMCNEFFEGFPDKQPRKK
#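 Material: human S100A4 monomer with TAMRA-labelled myosin IIA peptide; buffer or medium: HEPES pH 7.2 with CaCl2, KCl, NaCl, DTT, Triton; compound dosing: one concentration per compound; schedule: 5 min incubation before reading; benchmarks: neutral control DMSO, positive control TFP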
# ERAP1 inh: human ERAP1 aminopeptidase inhibitors, primary screen, biochemical, single point, plate reader; recombinant ERAP1, Leu-AMC fluorescence, 60 min; inhibition, % at 10.7 µM; 340,000 compounds, 0.15% hits; AID 652197, 2013;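 active means mean replicate inhibition of at least 30%, or all replicates individually reaching that 30% level; inactive means mean below 30% and not every replicate reaching it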;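 further: 0% = neutral control wells and 100% = L-leucinethiol positive control wells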
# SIRT5 block: SIRT5 desuccinylase inhibitors, primary screen, biochemical, fluorescence imaging, single point, set 5 | NAD-dependent protein deacylase sirtuin-5, mitochondrial (Homo sapiens), Q9NXA8 | Purified SirT5, succinyl-peptide AMC, trypsin-coupled fluorescence | inhibition, % at 15 µM | 330,000 compounds, 1.1% hits | AID 652115, 2013; in the data active means inhibition above about 15%; inconclusive means no clear call, values can overlap the other calls
# Target sequence (Q9NXA8 whole entry, looked up): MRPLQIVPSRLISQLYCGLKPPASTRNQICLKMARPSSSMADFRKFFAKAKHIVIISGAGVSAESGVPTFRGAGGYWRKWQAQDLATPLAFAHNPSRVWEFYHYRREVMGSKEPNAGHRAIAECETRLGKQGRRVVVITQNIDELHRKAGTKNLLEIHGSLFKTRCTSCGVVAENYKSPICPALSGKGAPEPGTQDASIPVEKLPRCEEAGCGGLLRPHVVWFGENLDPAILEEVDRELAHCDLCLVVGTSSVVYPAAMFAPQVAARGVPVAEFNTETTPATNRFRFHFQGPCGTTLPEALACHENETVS
# PGC1a acetyl inh: inhibitors of PGC1a acetylation signal, primary screen, cell-based, U2OS, AlphaScreen, inhibitor mode; AlphaScreen anti-acetyl-lysine; with virally co-expressed GCN5 acetyltransferase; inhibition, % at 15.6 µM; 350,000 compounds, 0.17% hits; AID 651687, 2012;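 active means every replicate shows inhibition of at least 40%; inconclusive means mean inhibition at least 40% but some replicate below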;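 further: 0% = neutral control wells and 100% = positive control wells; some results beyond the cut were filed as inactive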
# * hit, by the source's call; ? = inconclusive; / = no result given; & = joins results of further samples. Only part of the results is shown; rates above refer to the full screens.
molecule | Statin myotox sup | Cneo AK release | LGR2 inh | S100A4 MyoIIA | ERAP1 inh | SIRT5 block | PGC1a acetyl inh
O=C(CSCc1ccc(Br)cc1)Nc1ccc(S(=O)(=O)N2CCOCC2)cc1 | -8 | 3 | / | / | / | / | 7
CC1(C)Cc2c(sc3c2C2=NCCN2C=N3)CO1 | 8 | 1 | / | / | / | / | -16
O=S(=O)(C/C(=C/CO)S(=O)(=O)c1ccccc1)c1ccccc1 | -162 | -1 | / | / | / | / | -112
CSc1ccccc1NC(=S)Nc1cc(C)cc(C)c1 | -2 | 0 | / | / | / | / | 14
COc1cc(CNn2cnnc2)ccc1OCC(=O)NC1CCCCC1 | 7 | 2 | / | / | / | / | -1
O=C(C1CCCC1)N1[C@@H]2CNc3ccccc3[C@@H]2[C@@H]1CO | 0 | / | / | / | / | 1 | -3
CN(CCO)CC(O)Cn1cnc2c1c(=O)n(C)c(=O)n2C (centres undefined) (tested in a mixture with another compound) | -1 | -1 | / | 2 | / | / | /
Nc1ccc(S(=O)(=O)NC(=O)c2ccccc2)cc1 | -3 | -1 | / | -14 | / | / | /
COc1ccc(CC(=O)c2c(O)cc(O)cc2O)cc1OC | 13 | -5 | / | -14 | / | / | /
Cn1c(=O)[nH]c(=O)c2c1nc(Br)n2CCCO | / | -3 | / | 7 | / | / | -3
COc1ccc(-c2onc(C)c2-c2ccc(C(=O)OC(C)C)o2)c(O)c1 | / | 17 | / | 8 | / | / | 74*
CCC12CN3CC(CC)(CN(C1)C31C(=O)N(C)c3ccc(C)cc31)C2=O (centres undefined) | / | -3 | / | -5 | / | / | 1
CC(=O)c1c(N)nc2n(c1=O)CCCCC2 | / | 0 | / | -14 | / | / | -1
O=C(Oc1ccccc1)Oc1ccc2c(c1)oc(=O)c1ccccc12 | / | 2&-1 | / | -5 | / | / | 4
CC[n+]1ccc2cc(OC)c(OC)cc2c1Cc1ccc(OC)c(OC)c1 | / | 0 | / | 5 | / | / | -3
COc1ccc2cc(C3(C)NC(=O)NC3=O)ccc2c1 (centres undefined) | / | -1 | / | -4 | / | / | -9
CN(C)CC(=O)N[C@@H]1C[C@@H]2O[C@H](CO)CC[C@@H]2O[C@@H]1CCc1ccc(C2=CCCCC2)cc1 | / | / | / | -4 | / | -3 | -3
O=S(=O)(N[C@@H]1CCCN(Cc2ccc(OCCO)cc2)C1)c1ccc2ccccc2c1 | / | 53 | / | -2 | -4 | / | /
Cc1ccc(S(=O)(=O)N[C@@H]2CCCN(Cc3ccc(OCCO)cc3)C2)cc1 | / | 5 | / | 2 | -4 | / | /
O=C1c2ccccc2C(=O)N1C[C@@H]1CCCN(Cc2ccc(OCCO)cc2)C1 | / | -1 | / | -11 | -1 | / | /

# The list continues:
molecule | Statin myotox sup | Cneo AK release | LGR2 inh | S100A4 MyoIIA | ERAP1 inh | SIRT5 block | PGC1a acetyl inh
COc1ccc(CN2C[C@@H](C)[C@H](OC)CN(C)C(=O)c3ccc(NC(C)=O)cc3OC[C@H]2C)cc1 | / | / | / | 13 | -2 | / | -1
COc1cccc(C#Cc2ccc3c(c2)[C@H]2[C@H](CCN2C(=O)c2ccc4c(c2)OCO4)[C@@H](CO)N3)c1 | / | / | / | -4 | -1 | / | -8
CC(=O)N[C@@H]1C[C@@H]2O[C@H](CO)CC[C@@H]2O[C@@H]1CCc1ccc(-c2ccc(F)cc2)cc1 | / | / | / | -1 | 4 | / | -5
O=C(NC[C@@H]1CC[C@@H]2[C@@H](CN2C(=O)C2CCOCC2)O1)c1cccnc1 | / | / | / | -14 | 0 | 0 | /
Cc1ccc(S(=O)(=O)N2C[C@@H]3O[C@@H](CNS(=O)(=O)c4ccccc4C)CC[C@@H]32)cc1 | / | / | / | 3 | 2 | -3 | /
O=C(N[C@H]1C[C@@H]2O[C@H](CO)CC[C@@H]2O[C@@H]1CCc1ccc(-c2cccnc2)cc1)c1cccc(F)c1 | / | / | / | -2 | -3 | 5 | /
N#Cc1ccc(-c2ccc3c(c2)[C@H]2[C@H](CCN2C(=O)C2CCCC2)[C@H](CO)N3)cc1 | / | / | / | -72 | 0 | -2 | /
COCc1cc(C)nc(Nc2ccccc2C)c1C#N | / | / | / | -5 | 2 | -4 | /
COc1ccccc1NC(=O)N1CCCCN2[C@@H](CO)[C@H](c3ccc(C#CC4CC4)cc3)[C@@H]2C1 | / | / | / | -14 | -4 | 2 | /
CC(C)NC(=O)N[C@H]1C[C@@H]2O[C@H](CO)CC[C@@H]2O[C@@H]1CCc1ccc(-c2ccccc2F)cc1 | / | / | / | 4 | 1 | 8 | /
O=C(NC[C@@H]1CC[C@H]2[C@H](CN2S(=O)(=O)c2ccccc2)O1)NC1CCCCC1 | / | / | / | -2 | -1 | -2 | /
O=C(NC[C@H]1CC[C@H]2[C@H](CN2C(=O)CN2CCOCC2)O1)NC1CCCCC1 | / | / | / | -3 | 0 | -4 | /
COCC#Cc1ccc(CC[C@H]2O[C@H]3CC[C@@H](CO)O[C@H]3C[C@H]2n2cc(C(C)(C)O)nn2)cc1 | / | / | / | 26 | -1 | -4 | /
OC[C@H]1CC[C@@H]2O[C@H](CCc3ccc(-c4ccc(F)cc4)cc3)[C@H](n3cc(C4CC4)nn3)C[C@@H]2O1 | / | / | / | 1 | 2 | 2 | /
CN(C)CC(=O)N[C@H]1C[C@@H]2O[C@H](CO)CC[C@@H]2O[C@@H]1CCc1ccc(-c2ccc(F)cc2)cc1 | / | / | / | -12 | -1 | -5 | /
CC(C)CCCCCCCCc1cccc(O)c1C(=O)O | / | / | / | -2 | 1 | 20* | /
CCC(=O)N1[C@H](C#N)[C@@H](c2ccccc2-c2ccccc2)[C@H]1CO | / | / | / | -5 | 3 | -3 | /
COc1ccccc1-c1ccc2c(c1)[C@H]1[C@H](CCN1C(=O)C1CCCC1)[C@H](CO)N2 | / | / | / | -1 | 0 | -3 | /
CC1Oc2ccccc2N(Cc2ccccc2Cl)C1=O (centres undefined) | / | / | / | -3 | 2 | -1 | /
Cc1cc(C)nc(SCC(=O)NC2=NC(=O)C(C)S2)n1 (centres undefined) | / | / | / | -3 | -1 | -3 | /

# Structures from the list above that have two or more sulfur atoms:
molecule | Statin myotox sup | Cneo AK release | LGR2 inh | S100A4 MyoIIA | ERAP1 inh | SIRT5 block | PGC1a acetyl inh
O=C(CSCc1ccc(Br)cc1)Nc1ccc(S(=O)(=O)N2CCOCC2)cc1 | -8 | 3 | / | / | / | / | 7
O=S(=O)(C/C(=C/CO)S(=O)(=O)c1ccccc1)c1ccccc1 | -162 | -1 | / | / | / | / | -112
CSc1ccccc1NC(=S)Nc1cc(C)cc(C)c1 | -2 | 0 | / | / | / | / | 14
Cc1ccc(S(=O)(=O)N2C[C@@H]3O[C@@H](CNS(=O)(=O)c4ccccc4C)CC[C@@H]32)cc1 | / | / | / | 3 | 2 | -3 | /
Cc1cc(C)nc(SCC(=O)NC2=NC(=O)C(C)S2)n1 (centres undefined) | / | / | / | -3 | -1 | -3 | /

# Other structures follow:
molecule | Statin myotox sup | Cneo AK release | LGR2 inh | S100A4 MyoIIA | ERAP1 inh | SIRT5 block | PGC1a acetyl inh
COc1ccccc1NC(=O)N1CCCCN2[C@H](C1)[C@@H](c1ccc(C#CC3CC3)cc1)[C@@H]2CO | / | / | / | 81* | -1 | 6 | /
COC1C(O)CCC2(CO2)C1C1(C)OC1CC=C(C)C (centres undefined) | / | / | / | 1 | 2 | -1 | /
COCC(=O)NC[C@@H]1CC[C@@H]2[C@@H](CN2S(=O)(=O)c2ccccc2[N+](=O)[O-])O1 | / | / | / | -7 | -11 | -1 | /
c1coc(-c2nnc(-c3ccc4c(c3)OCO4)o2)c1 | / | / | / | -3 | 3 | -7 | /
Cn1c(=O)c2c(ncn2Cc2ccc(O)c([N+](=O)[O-])c2)n(C)c1=O | / | / | / | 1 | 4 | 0 | /
CC(C)NC(=O)N[C@@H]1C[C@@H]2O[C@@H](CO)CC[C@@H]2O[C@@H]1CCc1ccc(-c2ccccc2F)cc1 | / | / | / | -1 | 6 | 3 | /
CC1CCN(c2nc(NCc3ccco3)nc(N)c2[N+](=O)[O-])CC1 | 23 | -1 | -33 | / | / | / | /
CCn1cc(C(=O)OCc2ccc(F)cc2)c(=O)c2ccc(C)nc21 | 0 | 12 | -26 | / | / | / | /
Cc1ccc(Cn2ccc(=O)c(OCc3ccccc3)c2C)cc1 | 0 | 1 | -48 | / | / | / | /
CCOC(=O)c1oc2ccccc2c1NC(=O)c1cccc(OC)c1OC | -29 | 0 | -18 | / | / | / | /
CCSc1nn2c(=O)c3ccccc3nc2s1 | 6 | -2 | -61 | / | / | / | /
Cc1ccc(N=CC2=C(O)CC(C)(C)CC2=O)nc1 | 6 | 7 | 9 | / | / | / | /
O=c1c(Cl)c(N2CCN(S(=O)(=O)c3ccccc3)CC2)cnn1-c1ccccc1 | -8 | 1 | -9 | / | / | / | /
N/C(=N\OS(=O)(=O)c1ccccc1)c1cccnc1 | 0 | 3 | -5 | / | / | / | /
COc1cccc(-c2nc(N3CC(C)CC(C)C3)c3ccccc3n2)c1O (centres undefined) | 11 | 6 | -10 | / | / | / | /
C/C(=N\NC(=O)CC1N=C(Cc2ccccc2)NNC1=O)c1ccc(C)cc1 (centres undefined) | -8 | -3 | 23 | / | / | / | /
COC(=O)c1sccc1NC(=O)c1ccc(Br)s1 | 29 | 0 | -2 | / | / | / | /
c1ccc(Cc2nnc(N3CCOCC3)c3ccccc23)cc1 | 28 | 1 | -5 | / | / | / | /
OCCNc1ncnc2ccc(Br)cc12 | -7 | 0 | 22 | / | / | / | /
O=C(Oc1ccccc1-c1nnco1)c1ccccc1 | 16 | 0 | -8 | / | / | / | /

# More compounds.
smiles	Statin myotox sup	Cneo AK release	LGR2 inh	S100A4 MyoIIA	ERAP1 inh	SIRT5 block	PGC1a acetyl inh
CCOc1cccc(CNn2cnnc2)c1OCc1ccccc1Cl	21	1	7	/	/	/	/
CC(C)CC1=NN(C(=O)c2ccncc2)C(O)(C(F)(F)F)C1 (centres undefined)	-2	-2	25	/	/	/	/
CCn1c(NN)nc2sc3c(c2c1=O)CCC3	0	0	-13	/	/	/	/
CCCCn1c2c(c(=N)c3c1CCC3)CCC2	-437	1	6	/	/	/	/
CCN=C1SC(C(=O)Nc2cccc(OCC)c2)CC(=O)N1CC (centres undefined)	4	-1	1	/	/	/	/
Cc1ccc(CNC(=O)COC(=O)CSc2ccc(Br)cc2C)cc1	4	5	6	/	/	/	/
O=C(NCCN1CCOCC1)c1cc2sccc2n1Cc1ccc(Cl)cc1	?	-4	21	/	/	/	/
COc1cc(CNCc2cccs2)ccc1OCC(=O)NC(C)(C)C	12	15	-6	/	/	/	/
C(=N\n1cnnc1)/c1ccc2ncccc2c1	-8	-1	-6	/	/	/	/
Cc1cc(C)cc(OCC(=O)Nc2nc3ccc([N+](=O)[O-])cc3s2)c1	2	8	0	/	/	/	/
CC(=O)Nc1nnc(SCC(=O)NCCOc2ccccc2)s1	2	-1	3	/	/	/	/
Cc1cc(C)c(NC(=O)/C=C\C(=O)O)c([N+](=O)[O-])c1	3	4	-1	/	/	/	/
